# From PubChem
# NCI-60 one-dose screen, 48 h, at 10 µM unless noted. Numbers give growth in % (100 = growth as untreated, 0 = no growth, -100 = all killed).
# SK-MEL-5 – SK-MEL-5 melanoma; hit rate 6.4% among 80,000; AID 1794755
# MDA-MB-435 – MDA-MB-435 melanoma | hit rate 7.8% among 82,000
# SK-MEL-28 – SK-MEL-28 melanoma; hit rate 4.1% among 81,000; AID 1794761
# T-47D – T-47D breast cancer; hit rate 5% among 79,000; AID 1794792
# BT-549 – BT-549 breast cancer; hit rate 4.4% among 78,000
# SK-MEL-2 – SK-MEL-2 melanoma; hit rate 4.7% among 77,000
# HS 578T – HS 578T breast cancer. hit rate 4.1% among 78,000. AID 1794788
# LOX IMVI – LOX IMVI melanoma; hit rate 7.4% among 79,000; AID 1794757
# * = called active by the depositor; / = not tested or not shown; & = joins results of further samples; [ ] = dose if it differs, or a comment. The calls were made as follows: active = growth percent below 10; inactive = the rest.
cpd	molecule	T-47D	LOX IMVI	MDA-MB-435	SK-MEL-5	SK-MEL-2	BT-549	HS 578T	SK-MEL-28
1	CC1=CCC2C1CC=C(C)C(CC[C@H]1[C@@](C)(O)CCC3OC(C)(C)[C@H](OC(=O)c4ccccc4)CC[C@@]31C)C2(C)C (some centres undefined)	74	67	87	80	81	106	110	109
2	CCC(C)[C@@H]1N[C@]2(C(=O)Nc3ccccc32)[C@@H](c2ccc(F)cc2)[C@@H]1C(=O)c1ccc(O)cc1 (some centres undefined)	82	98	99	90	102	108	89	101
3	CC1(C)C(N2CCCCC2)CS1(=O)=O (centres undefined)	97	100	99	105	106	105	105	106
4	C#Cc1ccc(-n2c(/C=C/c3ccc(O)c(OC)c3)nc3ncccc3c2=O)cc1	91	93	71	94	86	95	104	98
5	OCC1OC(c2ccccc2)OC2COC(c3ccccc3)OC12 (centres undefined)	100	109	101	101	98	100	119	116
6	CN1CCc2c(sc3ncnc(N/N=C/c4ccc([N+](=O)[O-])cc4)c23)C1	87	/	90	92	113	95	97	89
7	CCCCNc1nc(N)ncc1[N+](=O)[O-]	104	92	112	104	/	/	111	124
8	Cc1nn(-c2ccccc2)c(N2CCOCC2)c1/C=C/C(=O)c1ccccc1	77	51	89	64	85	70	89	92
9	Nc1c(C(=O)Nc2ccccc2)sc2nc3c(cc12)CCC3	101	89	-1.0*	69	86	82	93	80
10	CCCCOc1ccc([N+](=O)[O-])cn1	99	106	99	98	109	91	128	107
11	CN(C)c1oc(-c2nc(C#N)c(N(C)C)o2)nc1C#N	111	99	103	101	109	120	111	106
12	O=C(O)c1ccc(-c2nn(-c3ccc(C(=O)O)cc3)cc2/C=N/NC(=O)c2ccccc2O)cc1	94	91	105	103	97	101	102	98
13	C/C=C/C(=O)OCCOc1ccc(Cl)cc1Cl	98	92	108	108	112	95	90	111
14	C=C1C(=O)O[C@H]2[C@H]1CC/C(COC(=O)C(=O)c1cn(C)c3ccc(Cl)cc13)=C\CC[C@@]1(C)O[C@@H]21	-56*	-84*	-81*	-100*	-61*	-74*	-17*	-65*
15	C=CC(C)(C)[C@]1(C[C@@H]2NC(=O)[C@@H]3CCCN3C2=O)C(=O)Nc2c1ccc1c2C=CC(C)(C)O1	109	94	108	97	111	108	93	107
16	C[C@H](N[C@@H](CCc1ccccc1)C(=O)O)C(=O)N1Cc2ccccc2C[C@H]1C(=O)O	102	100	106	106	/	109	112	121
17	C=CCCC(=O)N1C=CC(=O)[C@H](O)[C@@H]1/C=C/c1ccccc1	40[100 µM]	28[100 µM]	60[100 µM]	0.4*[100 µM]	78[100 µM]	60[100 µM]	88[100 µM]	54[100 µM]
18	Clc1ccccc1Cn1cc(CSc2nc3ccccc3s2)nn1	91	100	101	102	96	111	95	97
19	CCS/C(Nc1ccccc1)=C(\C#N)C(=O)Nc1ccccc1	70	98	110	94	88	103	97	112
20	CCOc1cccc(/C=N\Nc2ccc(S(=O)(=O)O)cc2)c1	92	99	104	98	126	92	111	108
21	CCOC(=S)SC1CCCC1	99	100	108	101	108	99	96	124
22	Nc1cccc([N+](=O)[O-])c1O	104	104	100	95	107	114	100	115
23	CCCCCOC(=O)c1c(C)[nH]c(/C=C2\N=C(c3ccc[nH]3)C=C2OC)c1C	-43*	-100*	-17*	-100*	-71*	2.1*	-24*	-46*
24	COc1ccc(NC(=O)/C=C/c2ccccc2)cn1	92	105	98	102	127	105	110	109
25	CC(=O)Nc1ccc(C)c([N+](=O)[O-])c1	100&100	98&101	86&100	95&99	108&97	100&92	95&105	105&123
26	Cc1nnc(-n2c(O)cc(=O)n(-c3ccccc3)c2=S)nc1/C=C/c1ccc(N(C)C)cc1	38	19	25	61	55	63	48	59
27	CCCC(=O)Nc1ccn(C2OC(CO)C(O)C2O)c(=O)n1 (centres undefined)	99	97	101	103	75	88	96	106
28	CC(=O)OCC(=O)[C@@]12OC(C)(C)O[C@@H]1CC1C3C[C@H](F)C4=CC(=O)C=C[C@]4(C)[C@@]3(F)[C@@H](O)C[C@@]12C (some centres undefined)	107	106	103	101	110	74	133	114
29	Cc1nn(-c2ccccc2)c2nc(C)n(C(=O)N/N=C/c3ccccc3O)c(=O)c12	73	90	108	99	110	113	84	122
30	CCCCCCCCNc1ccc(Cl)cc1	105	98	106	102	105	88	112	108
31	COc1cc(C(=O)c2cnc(-c3cccc4[nH]ccc34)[nH]2)cc(OC)c1OC	71	28	-35*	-24*	40	40	31	55
32	CC(=O)Oc1cc(Cl)ccc1Cc1ccc(Cl)cc1OC(C)=O	86	75	93	25	83	92	/	99
33	Cc1cc(=O)oc2cc(OCCOc3ccc(/C=C/C(=O)Nc4cccc([N+](=O)[O-])c4)cc3)ccc12	100	95	106	101	118	121	101	104
34	COc1cccc(Cn2cc(C(=O)Nc3cccnc3Nc3ccc(OC)cc3OC)nn2)c1	90	97	103	97	115	101	114	108
35	C=CCc1ccccc1OC	110	105	100	102	104	112	101	103
36	Cc1ccc(C2C=C(c3ccc(Cl)cc3)N=C3SC=CN32)c(Br)c1 (centres undefined)	57	56	47	85	105	61	94	105
37	C=CCOc1c(Cl)cccc1Cl	100	96	109	104	118	102	97	126
38	O=[N+]([O-])c1ccc(C2Oc3ccc(Br)cc3C3CC(c4cccs4)=NN32)cc1 (centres undefined)	77	90	95	90	93	84	82	105
39	Cc1ccccc1-c1cc(-c2cccc(Cl)c2)c(C#N)c(=O)[nH]1	79	52	10	50	54	53	24	/
40	CCOC(=O)/C(F)=C/C1CC1C1CCCCC1 (centres undefined)	102	98	102	100	/	124	105	100
41	C/C1=C\CCC2(C)OC2CC2CCC(C)(O)C(CC1)C2(C)C (centres undefined)	92	101	110	85	106	50	84	119
42	O=C1CSC(c2ccc3c(c2)OCO3)Nc2n[nH]c(-c3ccccc3)c21 (centres undefined)	103	92	105	106	103	95	114	113
43	N#Cc1c(N)cc(=O)n(-c2nc3ccccc3nc2Cl)c1O	103	101	103	99	117	105	105	117
44	O=C1CCC(NNC(=O)c2ccccc2)N1 (centres undefined)	96	95	107	107	104	101	116	95
45	Cc1ccc(N2CCN(C(=S)c3ccc4c(c3)OCO4)CC2)cc1	98	97	107	106	114	95	102	99
46	N#CCC(=O)Nc1nc2ccccc2nc1Cl	100	98	103	98	106	94	99	101
47	COc1ccc(/C=C2/OC(=O)C(C(C)=O)=C2O)cc1	98	105	112	101	118	108	96	103
48	CN(C)CC1CCCCCC(CN(C)C)C1=O (centres undefined)	22	81	81	104	106	95	86	95
49	COc1ccc(N=Nc2c(N)nn3c(-c4ccc(OC)c(OC)c4)c4c(N)c(C#N)c(N)nc4nc23)cc1	71	/	103	91	107	98	89	113
50	Cc1ccc(S(=O)(=O)NNC(=O)/C(=C\c2ccc(Cl)cc2)c2nc3ccccc3s2)cc1	95	90	97	95	99	106	98	101
51	O=C(Nc1cccc2ccccc12)c1ccco1	112	102	98	99	/	108	104	108
52	CC(CN1CCN(C)CC1)CN1c2ccccc2Sc2ccc(C(F)(F)F)cc21 (centres undefined)	63	-2.9*	27	-83*	70	61	61	22
53	O=C(/C=C/c1ccncc1)c1cc(Cl)ccc1O	103	90	106	105	108	139	114	121
54	CCN(c1cc(-c2ccc(CN3CCN(C(=O)CCCCCCCCCC(=O)N[C@H](C(=O)N4C[C@H](O)C[C@H]4C(=O)NCc4ccc(-c5scnc5C)cc4)C(C)(C)C)CC3)cc2)cc(C(=O)NCc2c(C)cc(C)[nH]c2=O)c1C)C1CCOCC1	89	93	80	81	96	48	95	111
55	C=CC(O)CCC (centres undefined)	113	99	90	107	122	112	110	98
56	CC(C)(C)OC(=O)Nc1ccc(C=O)c2cccnc12	89	93	102	102	96	90	113	107
57	C=C(C)[C@@H]1CC[C@]2(COC3CCCCO3)CC[C@]3(C)[C@H](CC[C@@H]4[C@@]5(C)C=C(C=O)C(=O)C(C)(C)[C@@H]5CC[C@]43C)[C@@H]12 (some centres undefined)	-49*	-89*	-56*	-97*	-41*	-58*	-24*	-69*
58	OCCCCCCNc1ncnc2cc(Cl)ccc12	72	88	109	94	100	87	105	116
59	N#Cc1c(-c2cccc(Cl)c2)cc(-c2ccc3ccccc3c2)[nH]c1=O	13	/	101	92	116	62	/	105
60	CCCCc1nc(Cl)c(C2C(C#N)=C(N)Oc3n[nH]c(CCC)c32)[nH]1 (centres undefined)	98	91	107	103	107	119	114	114

# The list goes on:
cpd	molecule	T-47D	LOX IMVI	MDA-MB-435	SK-MEL-5	SK-MEL-2	BT-549	HS 578T	SK-MEL-28
61	CC1CN(CCCO)CCN1 (centres undefined)	119	102	93	103	100	103	105	105
62	CCN(CC)CCCC(C)Nc1ncnc2cc(Cl)ccc12 (centres undefined)	93	94	108	98	100	102	99	102
63	O=CN(SSN(C=O)C1CCCCC1)C1CCCCC1	79	97	110	119	111	137	112	116
64	CSc1nc(N)c2cn[nH]c2n1	105	101	103	108	109	116	100	123
65	COc1cccc(C(=O)Nc2cccc(-c3cc(=O)c4ccccc4o3)c2)c1OC	94	103	100	/	109	105	99	117
66	Nc1ccccc1C1CCCCC1	95	96	94	98	108	99	104	104
67	COC(=O)c1cc(=O)n2[nH]c(Nc3ccccc3)c(-c3nc4ccccc4s3)c2n1	71	93	98	94	89	96	99	96
68	COc1ccc2[nH]c(=O)c(/C=C/C(=O)c3ccccc3OC)cc2c1	-2.0*	10	-10*	25	-2.5*	19	8.3*	50
69	c1ccc(N=N/C(=N/Nc2ccccc2)c2ccccc2)cc1	55	100	100	94	93	109	99	101
70	CC(=O)OCC(OC(C)=O)C(OC(C)=O)C(OC(C)=O)C(OC(C)=O)C(/C=N/Nc1ccccc1)=N/Nc1ccccc1 (centres undefined)	/	37	66	92	84	/	73	101
71	COc1ccc(-c2nnc(COc3ccc(NC(=O)Nc4cccc(C(F)(F)F)c4)cc3F)o2)cc1	35	8.2*	62	79	37	83	67	73
72	Cc1cccc(-c2nc(N(C)c3ccc4ncsc4c3)c3ccccc3n2)n1	61	78	-3.3*	22	85	87	103	72
73	N=c1ccccn1CCO	103	104	113	104	104	113	110	108
74	CC(=O)CC1(O)C(=O)c2cccc3cccc1c23 (centres undefined)	107	92	114	103	106	108	/	114
